High-throughput results deposited in PubChem by several laboratories.
Dynein cargo inh: dynein cargo transport inhibition | 3617.4 mouse cells, GR-EGFP nuclear translocation imaging; test concentration mostly 20 µM; stimulated with dexamethasone, 1 µM; active compounds read low | z-score, hits read low | actives 0.47% (n = 220,000);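 active means plate z-score of nuclear minus cytoplasmic receptor signal below a set negative limit, without overly bright fluorescence or cell loss, cut at about -3.5 in these data, passing the limit was not always enough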;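 further: z-score of nuclear minus cytoplasmic ring GR-EGFP intensity difference per well; some compounds called inactive have numbers as strong as hits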
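Buffer or medium – tet-free medium with charcoal-stripped serum · Signal – automated 10x imaging of fixed Hoechst-stained cells · Also added – dexamethasone agonist, 1.0 µM final, for 30 min · Incubation – induction 48 h, compound 1 h, agonist 30 min · Read-out – GR-EGFP nuclear translocation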
NOD2 inhibition: inhibition of NOD2-driven NF-kB reporter – cell-based, luminescence, uHTS, HEK293 (AID 1566) | actives 0.63% (n = 290,000) | one-dose inhibition, % at 4 µM; EC50 in µM for titrated hits | HEK293 NOD2/NF-kB luciferase reporter, luminescence; higher % means a stronger effect; in the data active means inhibition above about 50%; further: many of its hits are not listed in these tables
M17LAP inhibition: P. falciparum M17LAP inhibitors, primary screen, biochemical, fluorogenic H-Leu-NHMec substrate, 1536-well (AID 1619). actives 0.38% (n = 220,000). inhibition, % at 30 µM, or IC50 in µM where a hit was titrated. recombinant M17LAP, H-Leu-NHMec fluorogenic kinetic assay; higher % means a stronger effect;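 active means compound inhibiting the enzyme by more than half at any dose during confirmatory dose-response retesting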;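 further: plate controls were full reaction with DMSO carrier for no effect and no enzyme background for full effect; strong numbers were not always called active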
Insulin prom up: MIN6 insulin promoter up-regulation | MIN6 insulin promoter-GFP reporter, high-content imaging; active compounds read high | z-score at 5 µM | actives 0.3% (n = 190,000);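 active means z-score above 3 at 5 µM with at least 500 cells counted in the well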
bCat nuc transl: modulators of beta-catenin nuclear translocation; AID 1665; actives 0.3% (n = 190,000); nuclear translocation activity, % at 5 µM; HeLa beta-catenin nuclear translocation, immunofluorescence imaging;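 active means nuclear translocation activity above 50% at 5 µM, with a well cell count of 50 or more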;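 further: per-cell ratio of nuclear to cytoplasmic median beta-catenin stain intensity; plate controls were DMSO negative control for no effect and GSK-3 inhibitor IX positive control for full effect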
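Test system: HeLa cells, endogenous beta-catenin; Compound: single 5 µM dose plus 0.02–20 µM confirmation series; Times: compound exposure 24 h at 37°C; Signal: fluorescence imaging of beta-catenin antibody stain plus DAPI; Read-out: % activation, nuclear-to-cytoplasmic median beta-catenin signal ratio per cell.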
NOD1 NF-kB reporter: NOD1 signaling inhibitors, primary screen, cell-based, luminescence, uHTS (AID 1578); NOD1-driven NF-kB luciferase reporter cells, luminescence; higher % means a stronger effect; inhibition, % at 4 µM; hits with a dose series show EC50 in µM; actives 1% (n = 290,000); in the data active means inhibition mostly above about 36%, no sharp cut-off; inactive means mostly below about 34%;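 further: HEK-293T reporter cells stimulated with the NOD1 agonist gamma-tri-DAP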
MT stabilize HCS: stabilizes microtubules in HeLa cells; HeLa tubulin immunostaining HCS, 24 h; share of cells brighter than vehicle mean+2SD; % tubulin-high responders, % at 10 µM; actives 0.83% (n = 200,000); AID 2205;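 active means plate Z-score above 3 for both tubulin-high and condensed-nucleus cell shares, with cell loss under 80%, at 10 µM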;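 further: anti alpha tubulin signal scored within the nucleus-defined area of each cell; some results filed as inactive read as strong as hits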
Autophagy HCS: alters autophagy in cells | AID 463193 | calls only at 10 µM (by protocol) | actives 0.98% (n = 190,000) | MEF GFP-LC3 puncta imaging; test concentration mostly 10 µM;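 active means percentage of spot-positive cells more than 3 SD above its plate mean, without a fluorescence outlier flag or 80% toxicity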;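 further: spot-positive cell cutoff set from DMSO-treated cells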
Yfh1-off respiration: mitochondrial function rescue without frataxin homolog – Friedreich's ataxia, plus single-dose screen, dose response (AID 1465) | S. cerevisiae Yfh1-off respiration, WST-1 reduction, 72 h; higher fold induction means a stronger effect | one-dose fold induction at 50 µM; EC50 in µM for titrated hits | actives 0.074% (n = 220,000);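 active means fold induction of absorbance versus untreated yeast above a set limit, then at least 30% activation at any dose in follow-up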;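 further: activators that raise dye reduction in frataxin-depleted yeast; strong numbers were not always called active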
Dynein cargo inh cytoplasmic EGFP: recorded beside Dynein cargo inh, whose call it bears; z-score; measured here: cytoplasmic GR-EGFP intensity; active compounds read high
Dynein cargo inh nuclear GR-EGFP: also measured in Dynein cargo inh; calls as there; z-score; measured here: nuclear GR-EGFP intensity;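 lower value marks the stronger effect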
Dynein cargo inh cell count: further read-out of Dynein cargo inh, marked with its call; z-score; measured here: cell count per field
Insulin prom up cell count: second read-out of Insulin prom up, no call of its own (marks repeat the call); cell count; measured here: cytotoxicity, nuclei count;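 total cells summed across four imaged fields per well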
bCat nuc transl cell count 5 µM: further read-out of bCat nuc transl, marked with its call; cell count; measured here: cell count, cytotoxicity flag
MT stabilize HCS Hoechst-high %: second read-out of MT stabilize HCS, no call of its own (marks repeat the call); % Hoechst-high responders; measured here: nuclear condensation Hoechst responders;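 share of cells brighter than vehicle mean plus two SD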
MT stabilize HCS cytotoxicity %: also measured in MT stabilize HCS; calls as there; toxicity, %; measured here: cytotoxicity by cell density;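 0% = mean cell density of plate MIN control wells and 100% = no cells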
Autophagy HCS cell loss 18 h: also measured in Autophagy HCS; calls as there; toxicity, %; measured here: cell loss, nuclei count;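 cell loss after 18 h compound exposure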
The depositor's hits bear a star; i = inactive; / = not tested or not shown. Not all compounds are listed; the hit share may differ from the screen's.

no.	Structure	Dynein cargo inh nuclear GR-EGFP	MT stabilize HCS	Insulin prom up	M17LAP inhibition	NOD2 inhibition	Autophagy HCS cell loss 18 h	NOD1 NF-kB reporter	Insulin prom up cell count	MT stabilize HCS cytotoxicity %	Autophagy HCS	bCat nuc transl	Dynein cargo inh cell count	MT stabilize HCS Hoechst-high %	Yfh1-off respiration	bCat nuc transl cell count 5 µM	Dynein cargo inh	Dynein cargo inh cytoplasmic EGFP
1	CCc1ccccc1NC(=O)CSc1nnc([C@@H](N)Cc2c[nH]c3ccccc23)o1	-0.45	2.2	-0.64	8%	-4%	6	-4%	1342	8.5	i	1.3	0.2	1.4	i	1423	-0.66	-0.14
2	CCC1CCCCN1CC(=O)c1ccc(OC(F)F)cc1 (centres undefined)	0.71	3.7	-0.25	25%	0%	5	-2%	1446	6.3	i	1.5	-0.9	1.7	i	1051	0.8	-0.14
3	CCOC(=O)CC1=C(C(=O)OCC)C2(C(=O)N1)C(C(=O)OC)=C(N)Oc1ccccc12 (centres undefined)	-0.7	3.3	-0.29	8%	9%	-2	-25%	1290	7.1	i	/	0.11	1.6	i	/	-0.84	-0.22
4	Cc1c(C(c2ccc(O)cc2)c2c(O)c3ccccc3oc2=O)c(=O)n(-c2ccccc2)n1C (centres undefined)	-0.63	1.9	-0.05	2%	11%	-6	-26%	1189	8.7	i	1.1	0.058	4.0	i	507	-0.71	-0.24
5	CN1CCN(Cc2cc(C(C)(C)C)c(O)c(C(C)(C)C)c2)CC1	-0.53	2.7	-0.81	11%	-12%	-2	16%	981	4.3	i	/	-0.051	2.1	i	/	-0.9	-0.19
6	CCOP(=O)(OCC)C(NC(=O)c1ccc(Cl)cc1)=C(Cl)Cl	-0.2	1.9	-0.13	4%	13%	22	12%	1596	6.4	i	2.0	-0.092	2.7	i	1334	-0.2	-0.19
7	C=CCn1c(O)c(C(C)=Nc2cccc(C(=O)O)c2)c(=O)[nH]c1=O	0.41	/	0.17	12%	12%	/	1%	1051	/	/	0.1	-0.83	/	i	1291	1.2	-0.21
8	CCSP1(=S)N=C(N2CCOCC2)C(C#N)=C2CCCN21 (centres undefined)	-0.36	2.0	0.24	-11%	-22%	-18	13%	1026	8.8	i	-0.1	0.51	2.4	i	1204	-0.72	-0.092
9	COc1ccc(C2SCC(=O)Nc3c2c(C)nn3-c2ccccc2)cc1 (centres undefined)	0.19	0.6	/	3%	22%	-6	12%	/	7.9	i	-11	0.45	1.2	i	1175	0.18	-0.16
10	Cc1nccn1Cc1ccc(Cl)nc1	-0.9	1.5	-0.08	-7%	2%	14	-10%	1230	8.9	i	0.8	0.94	2.1	i	996	-1.2	-0.23
11	CCOC(=O)C1(CCc2ccccc2)CCN(Cc2cccc3c2OCO3)CC1	1.4	1.2	-1.1	-3%	-32%	16	7%	1257	6.0	i	-1.5	-1.1	2.0	i	1159	2.4	-0.22
12	O=c1[nH]c(O)c(/C=C2/C=CC(c3cc(Cl)ccc3Cl)=N2)c(=O)[nH]1	3.9	/	2.4	2%	-144%	/	-11%	927	/	/	0.1	-2.1	/	i	1314	3.2	6.5
13	C/C(=N\Nc1cccc2ccccc12)c1c(O)n(Cc2ccccc2)c(=O)[nH]c1=O	-0.0099	3.9	-0.26	1%	13%	-1	-5%	1312	15	i	-2.0	-0.29	3.0	i	1101	0.61	-0.22
14	CCCCCn1c(=O)c(C(=O)NCc2ccncc2)c(O)c2ccccc21	0.82	3.4	0.37	0%	28%	13	22%	1140	4.9	i	-1.5	0.35	1.0	i	758	1.5	-0.48
15	OC(c1ccccc1)(c1ccccc1)C1CN2CCC1CC2 (centres undefined)	2.1	2.0	-0.97	/	13%	-7	-11%	1202	12	i	0.0	-2	1.9	i	1019	2.6	0.0078
16	C=CCn1c(O)c(C=NCCN2CCOCC2)c(=O)[nH]c1=S	1.6	/	1	-8%	1%	/	-4%	959	/	/	-0.5	-2.2	/	i	1309	2.1	-0.16
17	CCCCc1nc2ccccc2c(=O)n1-c1ccc(Cl)cc1[N+](=O)[O-]	-0.22	1.3	1	3%	22%	-4	21%	1605	9.2	i	-1.8	0.25	1.5	i	1366	-0.23	-0.19
18	COc1cc(OC)cc(C2(C#N)CCN(C)CC2)c1	0.42	/	0.37	8%	4%	/	-14%	1443	/	/	-0.2	-0.87	/	i	1166	0.85	-0.2
19	CCC(=NCCC1=CCCCC1)c1c(O)[nH]c(=O)[nH]c1=O	-0.34	0.8	0.43	-4%	-7%	4	2%	1280	3.6	i	-3.9	0.75	1.3	i	932	-0.71	-0.16
20	O=C(Nc1ccc(Cl)cc1C(=O)c1ccccc1)c1ccccc1	-0.097	1.9	-0.54	0%	-2%	3	-27%	1445	11	i	1.8	0.59	2.3	/	1443	0.2	-0.25
21	Cc1ccc(OCCn2c(NC(=O)c3ccco3)nc3ccccc32)cc1	0.43	i	0.52	1%	/	-3	3.2µM*	1177	100	i	-5.6	-1	/	i	1195	0.13	-0.25
22	COc1cc2c(cc1OC)-c1c(OC)c(OC)cc3c1[C@H](C2)[N+](C)(C)CC3	0.16	4.0	-0.09	-3%	7%	4	-33%	1234	8.4	i	-2.9	0.47	3.2	i	537	-0.44	-0.23
23	CN1CCC(N2CC3CC(C2)c2cccc(=O)n2C3)CC1 (centres undefined)	0.46	2.2	/	6%	0%	-65	-22%	/	4.7	i	-1.9	0.51	2.4	i	1138	0.54	-0.15
24	CN1C(=O)/C(=C/c2cccn2-c2ccc3ccccc3c2)C(=O)NC1=S	0.38	7.0	0.1	10%	/	18	/	1266	5.3	i	-6.4	0.31	5.0	i	1208	0.3	-0.24
25	CCN(CC)CCN/N=C(\C)c1c(O)[nH]c(=O)[nH]c1=O	0.39	/	/	6%	-6%	/	10%	/	/	/	-1.1	0.43	/	i	1392	0.011	-0.21
26	Oc1ccc(/C=N/NP(=S)(c2ccccc2)c2ccccc2)cc1O	0.56	1.9	-0.61	42%	-9%	-1	-15%	763	5.7	i	4.6	-0.36	1.4	/	1124	0.3	0.0016
27	CC(=Nc1ccc2c(c1)CCC2)c1c(O)n(C2CCCCC2)c(=O)[nH]c1=O	-0.029	5.8	-0.47	-3%	-2%	6	-55%	1182	7.7	i	-5.7	0.79	2.6	i	1071	-0.47	-0.23
28	O=C1CN(C(=O)COC(=O)Cc2ccccc2)c2ccccc2N1	-0.6	3.5	-1.4	17%	19%	7	-51%	1566	6.0	i	-4.3	1.3	2.4	i	1124	-1.2	-0.31
29	COc1ccc(C(=O)C2CCCN(Cc3ccc(C)s3)C2)cc1OC (centres undefined)	-0.25	2.0	-1.1	2%	17%	-28	-17%	1367	3.5	i	2.1	-0.24	1.1	i	912	-0.68	-0.24
30	Cc1cccc(OCC(=O)N2CCN(Cc3ccc([N+](=O)[O-])cc3)CC2)c1	-0.34	3.1	-0.57	23%	-14%	-3	-26%	1659	10.0	i	1.2	1	1.8	i	1557	-0.15	-0.31
31	COc1cccc(NC(=O)CN2CC(c3ccccc3)CC2=O)c1 (centres undefined)	-0.28	2.8	-0.27	14%	-16%	10	-28%	952	6.6	i	/	0.75	3.1	i	/	-0.6	-0.28
32	O=C(Cn1ncc2c3ccccc3n(Cc3ccc(F)cc3)c2c1=O)N1CCC2(CC1)OCCO2	0.74	3.5	-1.4	3%	4%	-5	-9%	1112	5.5	i	-1.3	-0.12	1.9	i	1174	1.8	-0.29
33	CN1CCN(c2ccc(NC(=O)Oc3ccccc3)cc2)CC1	-0.52	1.5	/	5%	19%	5	4%	/	5.3	i	-16	1.2	1.1	i	1227	-0.77	0.16
34	COc1ccc(-c2nc(CSCC(=O)N3CCC4(CC3)OCCO4)c(C)o2)cc1OC	0.64	17	/	25%	-11%	5	5%	/	8.0	i	/	0.33	0.6	i	/	0.71	-0.3
35	COc1ccc(Cl)cc1C(=O)C1CCCN(CCO)C1 (centres undefined)	-0.046	1.5	0.73	2%	-5%	12	5%	1343	1.4	i	-1.2	0.35	1.5	i	1071	-0.41	0.054
